# Source: PubChem BioAssay
# LMNA splice mod: changes lamin A minigene splicing in HeLa cells; HeLa LMNA splicing GFP/RFP minigene ratio, 48 h; AID 1487; actives 0.01% (n = 200,000); Potency, µM (doses to about 46.1 µM), for inactives: at the top dose ratio change, negative = inhibition, usual class: inhibitors; active = well fitted inhibition curve with a large enough effect in the signal ratio, with a control signal flat, not every such curve was filed as active; inconclusive = small, poorly fitted or top-dose-only effect, or effect the other way, or a change in a side signal; the % refers to the signal ratio; note: % is set by controls: 0 for no effect and ±100 for the full control effect
#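 S3 HeLa stable clones carrying a lamin A-EGFP splicing minigene plus DsRed2 were seeded at 600 cells/well in Opti-MEM with 2% FBS, pin-dosed and incubated 48 h at 37°C. Acumen cytometry (488 nm) gave the GFP/RFP total-intensity ratio.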
# ALDH1A1 block: ALDH1A1 (human) enzyme inhibition | P00352 | Purified ALDH1A1, NADH fluorescence, propionaldehyde substrate | Potency, µM (titrated, usually from 75.3 µM), for the others: top-dose activity, negative = inhibition, actives largely listed as inhibitors | actives 7.3% (n = 220,000) | AID 1030; active = well fitted inhibition curve with a large enough effect, not every such curve was filed as active; inconclusive = small, poorly fitted or top-dose-only effect, or another doubt; inactive = no such curve, though single readings can be large or run the other way;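 note: plate controls were no enzyme wells and a reference inhibitor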
# Target sequence (P00352 whole entry, looked up): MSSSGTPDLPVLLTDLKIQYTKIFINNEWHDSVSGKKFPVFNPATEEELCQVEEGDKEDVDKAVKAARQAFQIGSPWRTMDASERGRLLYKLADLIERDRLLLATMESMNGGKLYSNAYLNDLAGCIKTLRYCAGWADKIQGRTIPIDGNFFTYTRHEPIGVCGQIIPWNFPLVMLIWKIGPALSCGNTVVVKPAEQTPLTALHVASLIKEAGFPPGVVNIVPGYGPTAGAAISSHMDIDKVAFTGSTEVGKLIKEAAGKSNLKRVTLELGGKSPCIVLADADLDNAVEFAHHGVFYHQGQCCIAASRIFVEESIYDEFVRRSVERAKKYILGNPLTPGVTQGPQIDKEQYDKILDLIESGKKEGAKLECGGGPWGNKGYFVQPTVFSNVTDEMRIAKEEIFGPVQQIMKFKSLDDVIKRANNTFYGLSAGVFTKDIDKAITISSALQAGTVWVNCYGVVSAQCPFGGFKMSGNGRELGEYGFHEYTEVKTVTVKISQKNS
# TexasRed fluor: counter-screen for TRb-SRC2 inhibitors: fluorescence interference; actives 0.29% (n = 280,000); Potency, µM (series often up to 106 µM), for inactives: at the top dose fluorescence change, negative = quenching; TRb/SRC2 Texas Red total fluorescence interference; active = well fitted curve in either direction with a large enough effect; inconclusive = small, poorly fitted or top-dose-only effect; note: % is set by controls: 0 for no effect and ±100 for the full control effect
#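 Human TRb ligand-binding domain at 0.6 uM with 20 nM Texas Red SRC2 peptide in Tris buffer containing 1 uM T3 and 5% DMSO, incubated with compound 5 h at ambient temperature. Total fluorescence (555/632 nm) calculated as parallel + 2 × perpendicular.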
# GoLoco inh red: blocks human Gai1 binding to RGS12 GoLoco peptide, red readout; P63096; Gai1:RGS12 GoLoco peptide FP, rhodamine, 10 min; Potency, µM (series often up to 61.6 µM), for the others: at the highest dose activity, negative = inhibition, actives largely listed as inhibitors; actives 0.44% (n = 230,000); AID 880; active = well fitted inhibition curve with a large enough effect, not every such curve was filed as active; inactive = no such curve, though single readings can be large or run the other way; note: % is set by controls: 0 for no effect and ±100 for the full control effect; nearly all actives have a fitted effect of over 30% in size; many of its hits are not listed in these tables
# Target sequence (P63096 whole entry, looked up): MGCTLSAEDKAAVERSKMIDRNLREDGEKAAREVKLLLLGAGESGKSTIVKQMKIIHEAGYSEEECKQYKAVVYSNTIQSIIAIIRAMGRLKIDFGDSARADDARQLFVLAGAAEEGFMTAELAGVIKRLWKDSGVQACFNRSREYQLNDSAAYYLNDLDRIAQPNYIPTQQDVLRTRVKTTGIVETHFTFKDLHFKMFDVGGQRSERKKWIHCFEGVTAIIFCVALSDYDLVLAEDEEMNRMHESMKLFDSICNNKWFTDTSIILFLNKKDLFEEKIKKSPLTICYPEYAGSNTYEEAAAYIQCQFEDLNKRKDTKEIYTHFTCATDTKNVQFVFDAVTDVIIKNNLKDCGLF
# TRb SRC2 PPI: inhibitors of human thyroid hormone receptor beta-SRC2 interaction; P10828; TRbeta-SRC2 peptide binding, fluorescence polarization; receptor liganded with 1 µM T3; Potency, µM (highest dose often 106 µM), without a hit: top-dose activity change, negative = inhibition, hits mostly inhibitors; actives 0.065% (n = 280,000); AID 1469;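 note: plate controls were bound peptide for no effect and peptide without receptor for full effect; nearly all actives have a fitted effect of over 50% in size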
#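 Fluorescence polarization of 20 nM Texas Red SRC2 peptide (20-aa NR interaction domain) bound to 0.6 uM human TRb ligand-binding domain, with 1 uM T3, after 5 hr at ambient temperature; inhibition seen as decreased polarization.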
# SMN2 splice enh: increases expression of the SMN2 splice variant; HEK293 SMN2-luciferase splicing reporter, luminescence, 30-36 h; Potency, µM (highest dose often 46.1 µM), inactives show at the highest dose activity change, positive = activation, most hits filed as activators; actives 2.8% (n = 210,000); AID 1458; note: % of control where 0% means no effect; nearly all actives have a fitted effect of over 55% in size
#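 HEK293 cells carry an SMN2 minigene-luciferase reporter in which exon 7 inclusion puts luciferase in frame. Cells were seeded at 2000 cells/well, attached for 10-12 hours, then exposed to compounds for 30-36 hours at 37C before ONE-Glo luminescence.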
# Numbers without * were called inactive; ? = inconclusive; . = not tested or not shown; [ ] = another dose, or the depositor's remark. Unless noted, calls come from the whole dose curve; as a rule, active = well fitted curve in the direction sought with a large enough effect; inconclusive = small, poorly fitted or top-dose-only effect, or another doubt; inactive = no such curve, though single readings can be large; an effect the other way counts as inactive or inconclusive. Potency is the fitted concentration of half-maximal effect. The list is partial (hit frequency here may not be typical).
molecule	LMNA splice mod	ALDH1A1 block	TexasRed fluor	GoLoco inh red	TRb SRC2 PPI	SMN2 splice enh
O=[As](O)(O)c1ccc(N=Nc2ccc([As](=O)(O)O)cc2)cc1	.	-4%[13.5 µM]	.	7%[14.2 µM]	.	-8%[9.22 µM]
Nc1nc(N)c(Cn2ccnc2)c(=O)[nH]1	.	0%[13.5 µM]	.	0%[14.2 µM]	.	-3%[9.22 µM]
CC(C)C(=O)CP(=O)(O)O	.	-6%[13.5 µM]	.	-3%[14.2 µM]	.	-5%[9.22 µM]
C[C@@H]1CC[C@@H]2N(C1)C[C@H]1[C@@](O)([C@H](O)C[C@]3(O)[C@H]4CC[C@H]5[C@]6(O)O[C@]4(C[C@]13O)[C@@]5(C)CC[C@@H]6O)[C@@]2(C)O	.	13%[13.5 µM]	.	-8%[14.2 µM]	.	-7%[9.22 µM]
NC(N)=NCCN=C(N)N	.	-8%[13.5 µM]	.	-1%[14.2 µM]	.	-2%[9.22 µM]
CC[C@@H]1[C@@H]2Cc3ccc(O)cc3[C@@]1(CC)CCN2C	.	6%[13.5 µM]	.	1%[14.2 µM]	.	1%[9.22 µM]
CN(C)CCCNc1c2c(nc3ccc(Cl)cc13)CCCC2	.	6%[13.5 µM]	.	-5%[14.2 µM]	.	-4%[9.22 µM]
O=[As](O)(O)c1ccc2nc3cc([As](=O)(O)O)ccc3nc2c1	.	3%[13.5 µM]	.	3%[14.2 µM]	.	5%[9.22 µM]
O=C(CCN1CC2CCC(CC2)C1)c1cccs1	.	0.071µM*	.	4%[14.2 µM]	.	-9%[9.22 µM]
CCNCCC1(CC)C(=O)NC(=O)NC1=O	.	4%[13.5 µM]	.	7%[14.2 µM]	.	-3%[9.22 µM]
O=C(O)[C@H]1C2c3ccccc3C(c3ccccc32)[C@@H]1C(=O)NCC1CC1	.	10%[13.5 µM]	.	5%[14.2 µM]	.	-3%[9.22 µM]
C[C@H]1C2C=C[C@H]1[C@@H](C(=O)O)[C@@H]2c1c2ccc(=O)c(O)c-2oc2c(O)c(O)ccc12	.	-4%[13.5 µM]	.	-36%[14.2 µM]	.	-3%[9.22 µM]
CC(C)c1ccc(C(O)(C(=O)O)c2ccc(C(C)C)cc2)cc1	.	6%[13.5 µM]	.	-2%[14.2 µM]	.	-10%[9.22 µM]
CC(C)c1ccc(C(c2c(O)c3ccccc3oc2=O)c2c(O)c3ccccc3oc2=O)cc1	.	-4%[13.5 µM]	.	8%[14.2 µM]	.	1%[9.22 µM]
O=C1N[C@@]2(CN3CCC2CC3)C(=O)N1CN(Cc1ccccc1)c1ccccc1	.	15%[13.5 µM]	.	-3%[14.2 µM]	.	2%[9.22 µM]
CCCCc1nc2ccccc2c(=O)n1-c1cccc(OC)c1	.	.	-10%	.	0%	-10%
CCOc1ccccc1CN(CCc1ccc2c(c1)OCO2)Cc1ccc(CC)cc1	.	.	-1%	.	3%	-23%
CCOC(=O)c1ccc(NC(=O)c2sc3nc4c(cc3c2N)N2CCC4CC2)cc1	.	.	-17%	.	4%	-1%
Nc1c(C(=O)Nc2cccc(F)c2)sc2nc(-c3cccs3)ccc12	.	.	-5%	.	4%	?
CCOc1ccc(CN2C(=O)c3ccccc3Sc3ccc(C(=O)N4CCC5(CC4)OCCO5)cc32)cc1	.	.	0%	.	1%	13%
O=c1[nH]c2ccccc2c(=O)n1-c1ccc(Cl)c(Cl)c1	.	.	3%	.	-7%	2%
O=C(CN1C(=O)CN=C(c2ccccc2)c2ccccc21)Nc1cccc(C(F)(F)F)c1	.	.	-1%	.	11%	-9%
CCN(CC)C(=O)c1ccc(NC(=O)Cn2nc(-c3ccc(C)cc3)c3ccccc3c2=O)cc1	.	.	0%	.	6%	-5%
O=C(Nc1ccc(Cl)c(C(F)(F)F)c1)c1ccc2c(c1)CCN2S(=O)(=O)c1ccccc1	.	.	-1%	.	-9%	-61%[inhibitor]

# 6 structures from above, ordered by formula weight, high to low.
molecule	LMNA splice mod	ALDH1A1 block	TexasRed fluor	GoLoco inh red	TRb SRC2 PPI	SMN2 splice enh
C[C@@H]1CC[C@@H]2N(C1)C[C@H]1[C@@](O)([C@H](O)C[C@]3(O)[C@H]4CC[C@H]5[C@]6(O)O[C@]4(C[C@]13O)[C@@]5(C)CC[C@@H]6O)[C@@]2(C)O	.	13%[13.5 µM]	.	-8%[14.2 µM]	.	-7%[9.22 µM]
CCN(CC)C(=O)c1ccc(NC(=O)Cn2nc(-c3ccc(C)cc3)c3ccccc3c2=O)cc1	.	.	0%	.	6%	-5%
CC(C)c1ccc(C(c2c(O)c3ccccc3oc2=O)c2c(O)c3ccccc3oc2=O)cc1	.	-4%[13.5 µM]	.	8%[14.2 µM]	.	1%[9.22 µM]
CN(C)CCCNc1c2c(nc3ccc(Cl)cc13)CCCC2	.	6%[13.5 µM]	.	-5%[14.2 µM]	.	-4%[9.22 µM]
CC(C)c1ccc(C(O)(C(=O)O)c2ccc(C(C)C)cc2)cc1	.	6%[13.5 µM]	.	-2%[14.2 µM]	.	-10%[9.22 µM]
CCCCc1nc2ccccc2c(=O)n1-c1cccc(OC)c1	.	.	-10%	.	0%	-10%

# Further compounds.
molecule	LMNA splice mod	ALDH1A1 block	TexasRed fluor	GoLoco inh red	TRb SRC2 PPI	SMN2 splice enh
Cc1cccc(C)c1OCC(=O)Nc1ccc(Cl)cc1C(=O)c1ccccc1	.	.	3%	.	-1%	-18%
COc1ccc(OC)c(NC(=O)Cn2cc(C(=O)c3ccccc3)c3ccccc32)c1	.	.	-3%	.	12%	?
CCOc1ccc(CN(CCc2ccc3c(c2)OCO3)Cc2cccc(Br)c2)cc1	.	.	-2%	.	-2%	-13%
Cc1ccc(OCC(=O)Nc2ccc(Cl)cc2C(=O)c2ccccc2)cc1C	.	.	3%	.	2%	?
Cc1cc(C)cc(-n2c(=O)[nH]c3ccccc3c2=O)c1	.	.	1%	.	-4%	11%
COc1ccc(-c2nc(CSCC(=O)N3CCN(c4ccc(F)cc4)CC3)c(C)o2)cc1	.	.	-5%	.	4%	-57%[inhibitor]
Nc1c(C(=O)Nc2ccc(Br)cc2F)sc2nc3c(cc12)N1CCC3CC1	.	.	10µM*[quencher]	.	-2%	-6%
Cc1ccc(CNC(=O)c2ccc(CSc3nc4ccncc4n3Cc3ccc(C)cc3)cc2)cc1	.	.	-1%	.	0%	-4%
Cc1ccccc1-n1c(/C=C/c2ccc(O)cc2)nc2ccccc2c1=O	.	.	-1%	.	-1%	-44%[inhibitor]
COc1ccc(NC(=O)CN2C(=O)C(C)N=C(c3ccccc3)c3ccccc32)cc1OC (stereo not given)	.	.	0%	.	1%	-21%
COc1cccc(N2CCN(C(=O)C3CCCN(S(=O)(=O)c4ccc5c(c4)oc(=O)n5C)C3)CC2)c1 (stereo not given)	.	.	0%	.	3%	-58%[inhibitor]
COc1ccc2c(c1)CCc1c(C(=O)Nc3c(C)nn(Cc4ccccc4C)c3C)noc1-2	.	.	-22%	.	-1%	-43%[inhibitor]
CCCc1ccc(OCC(=O)Nc2ccc(Cl)cc2C(=O)c2ccccc2)cc1	.	.	3%	.	0%	3%
CCOc1ccc(CN(CCc2ccc3c(c2)OCO3)Cc2cccc(C)c2)cc1	.	.	-1%	.	3%	-18%
CCCC1=Nc2cc(C(=O)NCCCN(CC)CC)ccc2Sc2ccccc21	.	.	-3%	.	-15%	-27%
Nc1c(C(=O)Nc2ccc(Cl)cc2)sc2nc3c(cc12)N1CCC3CC1	.	.	?	.	-9%	-5%
CCOC(=O)c1ccc(Nc2nc(C)cc(C)n2)cc1	.	.	?	.	-5%	2%
COc1cccc(-n2c(/C=C/c3cccc(C)c3)nc3ccccc3c2=O)c1	.	.	?	.	1%	-8%
CC(C)c1ccc(NC(=O)Cn2c(=O)oc3cc(S(=O)(=O)N4CCCC4)ccc32)cc1	.	.	0%	.	-4%	-65%[inhibitor]
CCOc1ccc2nc(N3CCC(C(=O)Nc4ccc(Br)cc4F)CC3)sc2c1	.	.	1%	.	-3%	13µM*
O=C(Nc1cccc(C(F)(F)F)c1)C1CCCN1S(=O)(=O)c1cccc2nsnc12 (stereo not given)	.	.	1%	.	-2%	-62%[inhibitor]
CCC12CN3CC(CC)(CN(C1)C3c1c(C)[nH]c(=O)[nH]c1=O)C2=O (stereo not given)	.	.	-1%	.	7%	1%
Cc1ccc(NC(=O)Cn2cc(C(=O)c3ccccc3)c3ccccc32)c(C)c1	.	.	-9%	.	6%	-1%
CCOc1ccc(CN(CCc2ccc3c(c2)OCO3)Cc2ccc(C)cc2)cc1	.	.	-2%	.	0%	11%
COc1ccc(CCNC(=O)c2ccc3c(c2)N(Cc2cccc(Cl)c2)C(=O)CS3)cc1OC	.	.	-2%	.	3%	-37%[inhibitor]
C=Cc1ccc(Cn2c(C)c(CNCCc3cc(OC)ccc3OC)c(C(=O)O)c2C)cc1	.	.	-2%	.	0%	0%
Cc1ccc(NC(=O)Cn2c(=O)oc3ccccc32)cc1C	?	.	2%	.	7%	.
CCOC(=O)c1ccc(NC(=O)c2cccn(Cc3ccccc3F)c2=O)cc1	?	.	6%	.	-1%	.
CCOCCc1nn2c(=O)cc(COC(=O)Cc3ccccc3)nc2s1	?	.	-25%	.	7%	.
COc1ccc(-c2nn3c(=O)cc(CN4CCN(C(=O)COc5ccc(F)cc5)CC4)nc3s2)cc1	-4%[46 µM]	.	-2%	.	-1%	.
Cc1ccc(-n2c(/C=C/c3cccc(C(F)(F)F)c3)nc3ccccc3c2=O)cc1	?	.	1%	.	5%	.
O=C(COc1ccccc1[N+](=O)[O-])N1CCN(CCc2ccccn2)CC1	0%[46 µM]	.	-22%	.	4%	.
Cc1cccc(-n2c(/C=C\c3cccc(Br)c3)nc3ccccc3c2=O)c1	-25%[46 µM]	.	-2%	.	-3%	.
Cc1ccc(Cn2cccc(C(=O)Nc3ccc4c(c3)OCO4)c2=O)cc1	?	.	-1%	.	-3%	.
O=C(c1ccc2c(c1)N(Cc1ccc(F)cc1Cl)C(=O)c1ccccc1S2)N1CCC2(CC1)OCCO2	-22%[46 µM]	.	-1%	.	5%	.
COc1ccc(CNC(=O)Cn2c(SCC(=O)Nc3ccc(C)c(C)c3)nc3ccccc32)cc1	?	.	-1%	.	0%	.
CCc1ccc(N(CC)C(=O)CCn2cnc3onc(-c4ccc(F)cc4)c3c2=O)cc1	?	.	-7%	.	0%	.
COc1ccc(-n2c(/C=C/c3cccc(F)c3)nc3ccccc3c2=O)cc1Cl	?	.	-2%	.	0%	.
Cc1ccc(-n2c(/C=C/c3cccc4ccccc34)nc3ccccc3c2=O)cc1	-29%[46 µM]	.	-1%	.	-6%	.
Cc1cccc(Cn2cccc(C(=O)Nc3cc(C)on3)c2=O)c1	13%[46 µM]	.	-1%	.	-4%	.
CCOc1ccc2nc(NC(=O)c3cccn(Cc4ccccc4C)c3=O)sc2c1	14%[46 µM]	.	3%	.	-1%	.
